# MBNL1 CUG block = MBNL1-poly(CUG) RNA binding inhibition; Q9NR56; TR-FRET MBNL1-His/biotin-(CUG)12 binding, 665/545 ratio; Potency, µM (doses to about 57.5 µM), for the others: top-dose activity change, negative = inhibition, hits mostly inhibitors; actives 0.036% (n = 280,000); AID 2675; active = well fitted inhibition curve with a large enough effect in the signal ratio, with a control signal flat, not every such curve was filed as active; inconclusive = small, poorly fitted or top-dose-only effect, or effect the other way, or a change in a side signal; inactive = no such curve, though single readings can be large or run the other way; the % refers to the signal ratio; also: % is scaled to controls: 0 for no effect and ±100 for the full control effect
# Target sequence (Q9NR56 whole entry, looked up): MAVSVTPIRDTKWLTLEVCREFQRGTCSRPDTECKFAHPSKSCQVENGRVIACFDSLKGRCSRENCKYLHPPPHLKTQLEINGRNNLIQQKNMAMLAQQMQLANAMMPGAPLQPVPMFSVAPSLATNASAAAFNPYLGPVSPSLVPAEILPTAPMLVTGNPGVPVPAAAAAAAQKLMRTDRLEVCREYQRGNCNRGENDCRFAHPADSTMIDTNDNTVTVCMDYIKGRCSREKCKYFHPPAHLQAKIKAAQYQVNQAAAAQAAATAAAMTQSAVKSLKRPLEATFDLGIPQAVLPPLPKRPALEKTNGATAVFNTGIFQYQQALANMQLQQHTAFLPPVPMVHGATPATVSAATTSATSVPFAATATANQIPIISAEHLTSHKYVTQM
#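 Ratiometric TR-FRET (665 over 545 nm, excitation 340 nm) tracks disruption of MBNL1-His/biotin-(CUG)12 complex after 60 min at room temperature, with compounds at 92 nM to 58 uM final.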
# Rab9 promoter act = Rab9 promoter activation | Huh7 Rab9 promoter-luciferase reporter, luminescence, 24 h | Potency, µM (top dose mostly 9.22 µM), without a hit: at the highest dose activation, negative = inhibition, hits mostly activators | actives 2.8% (n = 320,000); also: % of control where 0% means no effect; nearly all actives have a fitted effect of over 60% in size
#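 Luciferase signal after 10 min detection reagent at ambient indicates Rab9 promoter upregulation; stably transfected Huh7 cells were treated 24 h with compound in DMSO at 37 °C, 5% CO2.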
# uPA surface inh = inhibitors of cell surface uPA generation; cell surface uPA generation assay, qHTS; Potency, µM (doses to about 38.3 µM), for the others: at the highest dose activity change, negative = inhibition, usual class: inhibitors; actives 0.31% (n = 330,000); active = well fitted inhibition curve with a large enough effect; inconclusive = small, poorly fitted or top-dose-only effect; inactive = no such curve, though single readings can be large or run the other way; tested in mouse RAW 264.7 cells; also: % is scaled to controls: 0 for no effect and ±100 for the full control effect; nearly all actives have a fitted effect of over 55% in size
# BRCA1 expr act = increases BRCA1 expression. MCF7-BRCA1-FFLuc reporter, luminescence, 48 h; response scale: scaled: vehicle 0%, 10 µM genistein 100%. actives 1.1% (n = 380,000). Potency, µM (titrated, usually from 46.1 µM), for inactives: top-dose activation, usual class: activators. AID 624202; also: nearly all actives have a fitted effect of over 80% in size; some results filed as inactive show a strong effect at the top dose
#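 Reporter cells (MCF7, BRCA1 promoter-firefly luciferase) received library compounds across a concentration series for 48 h. End-point luminescence was measured and concentration-effect curves derived after normalization.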
# ELG1 genotox = inducers of genotoxicity in HEK293T ELG1-luciferase cells | HEK293T ELG1-luciferase reporter, luminescence, 16 h | Potency, µM (series often up to 46 µM), without a hit: at the top dose activity change, positive = activation, most hits filed as activators | actives 1.3% (n = 330,000) | AID 504466; also: % of control where 0% means no effect; nearly all actives have a fitted effect of over 60% in size
#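 16 hr compound incubation (37 °C, 5% CO2) of HEK293T cells carrying luciferase-tagged ELG1; luciferase then measured by ONE-Glo luminescence after 30 min at RT.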
# FLuc modulator = inhibits or activates purified firefly luciferase, miR-21 counter-screen | Potency, µM (titrated, usually from 57.5 µM), without a hit: at the top dose activity change, negative = inhibition, hits mostly inhibitors | P08659 | actives 6.9% (n = 360,000) | purified FLuc, Km substrates, luminescence inhibition;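 also: plate controls were vehicle for no effect and reference inhibitor for full effect; nearly all actives have a fitted effect of over 55% in size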
#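 Purified P. pyralis luciferase (10nM final) with 10uM D-luciferin and 10uM ATP (Km levels) in 50mM Tris acetate pH 7.5, 10mM Mg acetate, 0.01% Tween-20, 0.05% BSA; qHTS 6-point titration, ~60 µM downward; luminescence read.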
# CXXC DNA block = blocks binding of human MLL CXXC domain to DNA | Q03164 | MLL-CXXC / FITC-HOXA9 DNA fluorescence polarization | Potency, µM (series often up to 115 µM), for the others: at the highest dose activity change, negative = inhibition, most hits filed as inhibitors | actives 0.037% (n = 290,000); active = well fitted inhibition curve with a large enough effect in the polarisation, with a control signal flat, not every such curve was filed as active; inconclusive = small, poorly fitted or top-dose-only effect, or effect the other way, or a change in a side signal; inactive = no such curve, though single readings can be large or run the other way; the % refers to the polarisation
#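 Fluorescence polarization: 7 uM MLL-CXXC (stock) preincubated 5 min with compounds, then 50 nM fluorescein-HOX-A9 DNA (stock) added; 30 min ambient. Buffer 50 mM Tris-HCl pH 7.5, 50 mM NaCl, 1 mM DTT, 0.05% BSA.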
# RORg inh = inhibitors of mouse ROR gamma transcriptional activity; P51450; Drosophila S2 Gal4-RORgamma UAS-luciferase reporter, 20 h; Potency, µM (highest dose often 53.6 µM), inactives show at the top dose activity change, negative = inhibition, actives largely listed as inhibitors; actives 5.4% (n = 310,000); AID 2551; also: % is scaled to controls: 0 for no effect and ±100 for the full control effect; nearly all actives have a fitted effect of over 60% in size
# Target sequence (P51450 whole entry, looked up, the tested form may be a part): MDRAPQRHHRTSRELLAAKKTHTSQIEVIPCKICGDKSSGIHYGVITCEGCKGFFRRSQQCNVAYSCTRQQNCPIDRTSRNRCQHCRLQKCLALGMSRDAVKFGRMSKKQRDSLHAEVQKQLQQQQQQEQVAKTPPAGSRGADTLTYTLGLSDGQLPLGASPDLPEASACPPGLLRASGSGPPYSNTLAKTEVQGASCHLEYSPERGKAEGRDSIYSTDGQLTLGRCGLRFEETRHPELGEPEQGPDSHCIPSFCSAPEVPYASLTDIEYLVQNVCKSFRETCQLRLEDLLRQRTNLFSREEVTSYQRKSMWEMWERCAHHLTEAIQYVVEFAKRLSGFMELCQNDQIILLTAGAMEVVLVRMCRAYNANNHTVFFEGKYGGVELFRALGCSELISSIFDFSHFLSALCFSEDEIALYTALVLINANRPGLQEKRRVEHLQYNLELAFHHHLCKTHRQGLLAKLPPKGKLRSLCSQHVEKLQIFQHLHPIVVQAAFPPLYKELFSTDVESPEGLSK
#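 In this cell-based reporter format, copper sulfate (700 uM final) drives Gal4–ROR gamma fusion expression from a metallothionein promoter in Drosophila Schneider cells; compounds preincubated 1 hr, reporter read after 20 hr at ambient temperature.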
# VP16 counter = inhibits Gal4-VP16 luciferase reporter, ROR gamma counter-screen; Potency, µM (series often up to 53.6 µM), for inactives: top-dose activity, negative = inhibition, most hits filed as inhibitors; actives 3.5% (n = 310,000); Drosophila S2 Gal4-VP16 UAS-luciferase, luminescence, 20 h;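 also: Gal4-VP16 expression switched on by copper sulfate through the metallothionein promoter; % is scaled to controls: 0 for no effect and ±100 for the full control effect; nearly all actives have a fitted effect of over 50% in size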
# p53 reactivation = re-activators of mutant p53; Potency, µM (titrated, usually from 92.2 µM), without a hit: top-dose activity change, positive = activation, hits mostly activators; actives 0.063% (n = 320,000); H1299 p53-A138V BP100-luciferase reporter, luminescence, 24 h; also: % of control where 0% means no effect; nearly all actives have a fitted effect of over 45% in size
#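 H1299 (p53-null), stable ts p53-A138V + BP100-Luc; 1000 cells/well, Opti-MEM/10% FBS; cpd 4 pt, 1:5; 24 h, 37 deg C, 5% CO2; detection reagent 10 min RT; luminescence.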
# NPC1 promoter act = activators of NPC1 promoter. Potency, µM (series often up to 9.22 µM), without a hit: at the highest dose activation, most hits filed as activators. actives 2.4% (n = 320,000). Huh7 NPC1 promoter luciferase reporter, 24 h. AID 485313;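 also: % of control where 0% means no effect; nearly all actives have a fitted effect of over 60% in size; reporter is driven by a mutant NPC1 promoter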
#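 Readout is luciferase luminescence, reflecting NPC1 promoter activation in stably transfected Huh7 cells after 24 h compound exposure at 37 °C in reduced-serum medium with 10% FBS.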
# Starred values were filed as active, the others as inactive; ? = inconclusive; . = no result given; [ ] = dose if it differs, or a comment. Unless noted, calls follow the shape of the dose curve; as a rule, active = well fitted curve in the direction sought with a large enough effect; inconclusive = small, poorly fitted or top-dose-only effect, or another doubt; inactive = no such curve, though single readings can be large; an effect the other way counts as inactive or inconclusive. Potency is read from the fitted curve at half-maximal effect. Some of the compounds tested. The share of hits here may be higher or lower than overall.
SMILES,MBNL1 CUG block,Rab9 promoter act,uPA surface inh,BRCA1 expr act,ELG1 genotox,FLuc modulator,CXXC DNA block,RORg inh,VP16 counter,p53 reactivation,NPC1 promoter act
COCCNCCCCOc1ccc(Br)cc1C,14%,-3%,4%,-48%,0%,1%,6%,-7%,-11%,-12%,-1%
CCCCCCCCC(=O)NNC(=O)c1c(O)c2ccccc2n(CCC)c1=O,0%,-4%,10%,-59%,-8%,?,2%,-24%,-11%,-2%,-2%
COc1ccc(-c2ccc(C)cc2)cc1[C@H]1[C@H]2C=CC[C@@H](C)[C@@H]2C(=O)N1Cc1ccccc1,-2%,-7%,18%,0%,-2%,-1%,0%,11%,5%,4%,-8%
O=C(NC1=NN(c2ccccc2)CC1)Nc1ccccc1F,.,21%,-18%,52%,8%,?,-6%,-11%,4%,6%,20%
N#CC1CCN(c2ncccc2[N+](=O)[O-])CC1,?,0%,-4%,3%,-1%,-1%,1%,9%,8%,-4%,0%
Cn1nnnc1SCc1ccccc1F,-7%,-1%,-2%,10%,-3%,-1%,1%,-13%,-2%,-6%,-1%
CCOC(=O)CSc1nc2c(c(=O)[nH]c(=O)n2C)n1Cc1ccccc1,-8%,-3%,7%,2%,5%,4%,0%,25%,4%,-7%,-4%
COc1ccc(OC)c(-n2nnnc2SCC(=O)Nc2ccccc2N2CCOCC2)c1,4%,2%,7%,-12%,0%,-1%,7%,?,15%,1%,-1%
CCOC(=O)c1sc(NC(=O)c2c(C)nn(Cc3ccccc3)c2C)cc1C,?,-8%,0%,-29%,-25%,21µM*,3%,-101%,?,-10%,1%
COc1ccc(C(=O)c2sc(Nc3ccc(NC(C)=O)cc3)nc2C)cc1,?,-8%,8%,-38%,-9%,?,25%,23%,1%,-5%,-2%
CC(C)N(CCCNC(=O)C1CCN(C(=O)c2cc3sccc3n2C)CC1)Cc1ccccc1,4%,-2%,-23%,-19%,-1%,-3%,18%,-11%,-10%,14%,-2%
O=C(CN1CCN(CC(=O)Nc2ccccc2Cl)CC1)NCC1(N2CCOCC2)CCCCC1,.,2%,15%,-23%,-1%,7%,.,.,.,1%,-5%
Cc1nnc2ccc(-c3ccc(NS(=O)(=O)c4ccccc4[N+](=O)[O-])cc3)nn12,.,-9%,-3%,-38%,?,4%,.,.,.,-15%,-8%
Cc1nn(C(C)C(=O)NCCc2ccco2)c(=O)c2nn(-c3ccccc3)c(C)c12 (configuration not stated),6%,-1%,-1%,0%,-3%,-1%,9%,-13%,2%,2%,-4%
Cc1ccnc(NC(=O)c2ccc3[nH]c(=O)c(=O)[nH]c3c2)c1,-1%,0%,?,19%,0%,-15%,11%,-3%,1%,14%,-2%
CCN(CC)S(=O)(=O)c1ccc(C(=O)NCc2n[nH]c(=S)n2Cc2ccccc2)cc1,-15%,-2%,7%,1%,2%,-3%,-1%,-40%,-4%,0%,-2%
OCc1nc(CO)n(Cc2ccccc2)n1,-7%,2%,.,8%,7%,-4%,-3%,-20%,-3%,4%,1%
O=C(CN1CCN(CC(=O)Nc2cccc(F)c2)CC1)NCC1(N2CCOCC2)CCCCC1,.,1%,-1%,4%,-1%,-1%,.,.,.,-6%,1%
CN(CC(=O)Nc1ccccc1Cl)C(=O)COC(=O)C1=COCCO1,.,12%,5%,-4%,-1%,-3%,.,.,.,1%,10%
CC(=O)N1CCN(Cc2nc3cc([N+](=O)[O-])ccc3n2C)CC1,?,0%,-8%,-26%,1%,-1%,46%[activator],1%,8%,0%,-4%
C/C(=N\NC(N)=S)C1(C)CCCCC1,0%[11.5 µM],-3%,-3%,-35%,-5%,?,7%,3.5µM*,8.9µM*,-2%,-7%
COc1ccc(C(=O)Nc2cc(=O)n(C)c(=O)n2C)cc1OC,-13%,-3%,-1%,0%,2%,1%,1%,-5%,4%,9%,1%
CC(C)N(C(C)C)S(=O)(=O)c1ccc(NN)nc1,-7%,-5%,-6%,-56%,1%,0%,-6%,14µM*,?,-4%,-5%
Nc1sc2c(c1C(=O)NC1CCS(=O)(=O)C1)CCC2 (configuration not stated),13%,1%,9%,-4%,3%,-3%,5%,3%,4%,0%,11%
Cc1ccc(/C=N/NC(=O)CN2CCN(Cc3ccccc3)CC2)s1,.,4%,0%,0%,0%,-3%,-1%,-11%,3%,-2%,3%
O=C(CSc1nc2ccccc2o1)N1N=C(c2cccs2)CC1c1ccc(F)cc1 (configuration not stated),-2%,-1%,-1%,-31%,-6%,-1%,5%,7%,-8%,1%,-1%
O=C(NCc1ccc(Cl)cc1)N1CCc2ccccc2C1,-2%,7%,-5%,48%,-1%,-10%,?,35%,-10%,12%,3%
COCC(C)N1CCC(Oc2ccc(C(=O)NCc3ccccn3)cc2)CC1 (configuration not stated),-10%,0%,-4%,-16%,4%,1%,-5%,8%,-7%,7%,3%
COC(=O)/C=C/C(=O)Nc1cccnc1,-1%,5%,-11%,-27%,1%,-1%,-9%,11µM*,14%,8%,-3%
NC(=O)c1ccc[n+](CCC[n+]2cccc(C(N)=O)c2)c1,-5%,-2%,1%,-2%,-1%,-1%,13%,-7%,0%,1%,-1%
Cc1cc(=O)oc2c(C(=O)/C=C\c3cccs3)c(O)ccc12,7%,20%,-7%,-58%,4%,-15%,9%,-109%,?,6%,?
COc1ccc(CN(C(=S)Nc2ccccc2)C2CC(=O)N(c3ccccc3)C2=O)cc1 (configuration not stated),2%,-2%,4%,-28%,-4%,-1%,4%,?,-6%,-1%,-2%
COc1ccc(NC(=O)c2c(NC(=O)CCC(=O)O)sc3c2CCCCC3)cc1,-22%,11%,12%,1%,-1%,-5%,-12%,11%,-5%,1%,-6%
COc1ccc(C2=CC(=O)C[C@H](c3ccc(OC)c(OC)c3)C2)cc1,.,1%,2%,0%,-3%,?,.,.,.,-15%,1%
CC(=O)Nc1ccc(S(=O)(=O)N2CCSC2c2ccc(C)cc2)cc1 (configuration not stated),-6%,4%,1%,-27%,-19%,1%,-4%,20%,-1%,-3%,2%
CC1=C(C#N)C(c2ccc(O)cc2)C(C#N)=C(C)N1,.,3%,0%,21%,-2%,-2%,3%,-11%,1%,8%,-3%
CCOC(=O)c1cccc(NC(=O)CCc2nnc3ccc(N4CCOCC4)nn23)c1,-10%,2%,-1%,8%,3%,-1%,9%,-8%,-1%,-1%,-7%
COCCOC(=O)c1c(C)oc2ccc(OC(=O)COc3c(F)c(F)c(F)c(F)c3F)cc12,1%,0%,0%,47%,?,-9%,1%,14%,-6%,2%,4%
CCOC(=O)c1c(/N=C/C2=C(O)CC(C)(C)CC2=O)sc2c1CCCC2,.,1%,-6%,-5%,-1%,-2%,-1%,25%,3%,-1%,-2%
CCSc1cc(N2CCOCC2)nc(-c2ccc(Cl)cc2)n1,-12%,3%,-5%,-32%,-1%,5%,-5%,17%,-14%,-7%,-5%
CC(C)(C)c1ccc(C(=O)Nc2ccc(NC(=O)c3ccco3)cc2)cc1,10%,0%,-3%,41%,2%,1%,15%,6%,1%,-10%,-3%
O=C(Nc1ccccc1)c1ccc(-c2ccccc2Cl)o1,4%,?,-14%,-1%,?,6µM*,3%,-15%,-7%,?,29%
O=C(COC(=O)Cc1ccc(F)cc1)NCCc1ccccc1,.,-5%,5%,-3%,-4%,1%,.,.,.,7%,3%
COC(CNC(=O)c1ccc2c(c1)ncn2-c1cccc(C)c1)OC,2%,0%,-4%,-2%,7%,5%,8%,1%,3%,3%,-5%
CN(C)S(=O)(=O)c1cccc(NC(=S)N/N=C/C2CC=CCC2)c1 (configuration not stated),0%,-3%,-27%,-10%,0%,?,-10%,-24%,-16%,1%,-1%
COc1ccc2sc(N(CCCN(C)C)C(=O)c3ccc(S(=O)(=O)N4CCCC4)cc3)nc2c1,.,-4%,-5%,4%,2%,1%,.,.,.,-4%,15%
C[C@@H]1CCC[C@H](C)N1NC(=O)c1ccc(Cl)c(S(N)(=O)=O)c1,-7%,-3%,27%,-13%,-1%,9%,4%,10%,-5%,1%,-1%
Cc1ccc(S(=O)(=O)N2CCCCC2)cc1C(=O)NCCCN1CCOCC1,-2%,-2%,20%,-12%,4%,-2%,0%,6%,7%,-4%,5%

# Screens (PubChem BioAssay)
